FN deposit inh = inhibitors of fibronectin matrix deposition, primary screen, AH1F cells, Alexa488-fibronectin fluorescence, plate reader; AH1F fibroblasts, overnight; inhibition, % at 12.6 µM; hit rate 0.086% among 350,000;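 active = mean inhibition across replicates of 30% or more, regardless of how many single replicates reach that level; inconclusive = mean under 30% yet at least half of replicates reach 30%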;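 note: positive control wells lacked labelled fibronectin entirely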
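Material: AH1F fibroblasts assembling fluorescent fibronectin matrix; amount: 10000 AH1F cells/well; medium: DMEM, 2% serum; reagent: Alexa488-fibronectin, 24 nM final in well; dosing: single compound dose, delivered by pin transfer; incubation: 1 h adhesion, overnight exposure; detection: fluorescence after three HBSS washes, excitation 485 nm, emission 525 nm; measure: fibronectin deposition inhibition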
DENV2 CPE = inhibitors of DENV2 cytopathic effect, primary screen, cell-based, plate reader, single concentration; hit rate 1.7% among 350,000; CPE inhibition, % at 9.99 µM; DENV2-infected cells, cytopathic effect rescue; in the data active = CPE inhibition above about 20%, passing the limit was not always enough; inconclusive = no clear call, values can overlap the other calls; tested in BHK-21 cells;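 note: 0% = median of neutral control wells and 100% = median of positive control wells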
EWS-Fli inh = EWS/Fli-driven NR0B1 reporter inhibitors, primary screen, A673 cells, NR0B1 luciferase, luminescence, MLPCN library; viability-normalised; inhibition, % at 12.6 µM; hit rate 0.67% among 350,000;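 active = mean inhibition of at least 50% after viability correction, with every replicate also passing that limit; inconclusive = mean reaches 50% but only one of two replicates passes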;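 note: firefly luciferase signal divided by Alamar Blue viability fluorescence both relative to DMSO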
miR122 inh = miR-122 Renilla sensor signal increase in Huh7, primary screen, miR-122 inhibitor project, cell-based, single point, plate reader; hit rate 0.3% among 340,000; AID 602342, 2012; activation (reporter increase), % at 12.5 µM; Huh7 miR-122 Renilla luciferase sensor, 48 h; neutral wells = 0, positive control = 100;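 active = mean replicate activation score at least 90 and every replicate individually at or above 90; inconclusive = only one of the two criteria met; inactive = neither criterion met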;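 note: higher luciferase means less miR-122 activity so hits act as miR-122 inhibitors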
CFTR F508del cor = F508del CFTR correction, initial screen, CFBE line, single point | CFBE cells, YFP halide quenching; stimulated with forskolin plus potentiator P3; % fluorescence drop versus neutral controls | activity (quench increase), % at 7.58 µM | hit rate 0.36% among 350,000 | AID 720511, 2013;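 active = mean added fluorescence quench of at least 8% versus neutral control, with both replicates also reaching 8%; inconclusive = only one of the mean or replicate conditions met; inactive = mean below 8% and not both replicates reaching 8%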;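 note: cells transiently co-express mutant CFTR-F508del with the halide-sensitive YFP; corrector assay measuring rescue of mutant channel to the surface after 24 h compound exposure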
PAX8 reporter = inhibitors of PAX8-driven TPO luciferase reporter, primary screen, RMG-I cells, single concentration. SteadyGlo, 24 h. inhibition, % at 12.6 µM. hit rate 1.2% among 360,000. AID 652154, 2013;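 active = mean replicate inhibition at least 60% with every replicate also reaching 60%; inconclusive = only one of the two criteria is met; inactive = mean below 60% and not all replicates reaching 60%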;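 note: luciferase light reporting Pax8 driven TPO promoter activity; plate controls were median of neutral control wells for no effect and mitoxantrone controls for full effect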
INS-1E GSIS act = GLuc luminescence reporter in INS-1E cells, primary screen for activators of glucose-dependent secretion of insulin; INS-1E GLuc reporter insulin secretion, 2-3 h; AID 743287, 2014; hit rate 0.61% among 370,000; activation, % at 16.6 µM;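 active = lowest replicate activation of at least 40%, so every replicate reaches that level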;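 note: 0% = median of neutral control wells and 100% = median of IBMX positive control wells; some compounds called inactive have numbers as strong as hits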
Active calls of the source: *; ? = inconclusive; nt = not tested or not shown; & = joins results of further samples; [ ] = dose if it differs, or a comment.

SMILES	FN deposit inh	DENV2 CPE	EWS-Fli inh	miR122 inh	CFTR F508del cor	PAX8 reporter	INS-1E GSIS act
CN(C)c1ccc(C=C2C=Cc3ccccc32)cc1	nt	-3	22	nt	4.2	-140	nt
CCCCc1nnc(NC(=O)c2oc3ccccc3c2C)s1	-7	-9	-45	0	1.1	-38	-5
Cc1ccccc1C(=O)NCC(c1ccco1)N1CCc2ccccc2C1 (stereo not given)	-3	6	-4	nt	-0.2	3	-8
Cc1cccc(-c2ccc([C@@H]3[C@H](CO)N4CCCCN(S(=O)(=O)c5cn(C)cn5)C[C@@H]34)cc2)c1	nt	10	nt	4[16.7 µM]	-3.5	-1	-20
Cc1cc(C)cc(NC(=O)COC(=O)COc2ccc(N(C)S(=O)(=O)c3cccs3)cc2)c1	-1	-8	4	2	nt	0	nt
FC(F)Sc1nc2ccccc2[nH]1	6	-2	-3	1	-6.4	-1	1
O=C(NCCCN1CCCC1=O)C1CCN(S(=O)(=O)c2c(Cl)cccc2Cl)CC1	-2	-3	0	nt	2.3	-1	-7
COc1ccc(C(C)=O)cc1Cn1nnc(-c2ccccc2Br)n1	0	3	-20	nt	-0.7	9	5
CCOC(=O)C1(CC)NC(c2cccc(F)c2)C2C(=O)N(CC)C(=O)C21 (stereo not given)	11	nt	nt	-5	nt	4	nt
CCCN(C)C[C@H]1Oc2cc(C#Cc3ccccc3OC)ccc2S(=O)(=O)N([C@H](C)CO)C[C@H]1C	11	-5	14	16[16.7 µM]	-6.2	nt	-10
COC(=O)c1cc(OC)c(OC)cc1NC(=O)C(C)Sc1ccc(C)cc1 (stereo not given)	nt	0	14	-1	-2.9	nt	-11
CC(=O)Nc1ccc2c(c1)C(=O)N(C)[C@@H]1CC[C@@H](CC(=O)NCc3ccc(Cl)cc3)O[C@H]1CO2	-6	-1	16	-68[16.7 µM]	0.4	-17	2
Cc1cccc(/C(N)=N/OC(=O)CCC2CCCCC2)c1	-6	nt	nt	-5	nt	nt	-1
COc1ccc(C#Cc2ccc3c(c2)[C@]2(C(=O)N3)[C@H](C(=O)N3CCN(c4ncccn4)CC3)[C@H]3C(=O)O[C@H](c4ccccc4)[C@H](c4ccccc4)N3[C@@H]2c2ccc(O)cc2)cc1	nt	-6	0	nt	-1.8	6	nt
COc1cccc(N2CC(C(=O)Nc3nnc(SCCN4CCOCC4)s3)CC2=O)c1 (stereo not given)	nt	-10	-10	nt	1.2	13	17
Cc1cccc(S(=O)(=O)N(C)C[C@H]2OCc3cnnn3CCCC(=O)N([C@@H](C)CO)C[C@H]2C)c1	3&0	-9&-5	0&-6&0	-2	-0.3&1.7&2.1	5&7&5	2
Cc1cccc(Nc2nc(N)c(C#N)c(CC#N)c2C#N)c1	2	nt	nt	-4	nt	-4	84*
Cc1cc(-n2cnc(-c3cn(C)nc3C)n2)no1	1	?	-3	-5	2.0	-18	-4
Cc1ccc(NC(=O)c2ccc3c(c2)OCCO3)cc1C	-13	?	40	-2	0.6	19	3
CCC(=O)N1C(Cc2ccccc2)COC1(C)C (stereo not given)	0	nt	nt	nt	nt	7	33
CCCN1C[C@@H](C)[C@H](OC)CN(C)C(=O)c2cc(NC(=O)Nc3cccc(F)c3)ccc2OC[C@@H]1C	12	nt	1	8[16.7 µM]	0.6	7	-12
C[C@@H]1CN([C@H](C)CO)C(=O)Cc2cc(NC(=O)CCC(F)(F)F)ccc2O[C@@H]1CN(C)C(=O)Nc1ccccc1	6	?	-7&9	-1[16.7 µM]	-0.2&-2.7	-12	13&2
COc1ccc(C2C(C(=O)c3ccccc3)=C(C)Nc3nc4ccccc4n32)cc1OC (stereo not given)	-6	3	3	2	-0.1	1	nt
c1ccc(N2CCN(Cc3cnc(N4CCOCC4)s3)CC2)cc1	-1	13	8	1	1.1	21	2
CN(C(=O)CSc1ncnc2sc3c(c12)CCC3)C1CCS(=O)(=O)C1 (stereo not given)	-4	-6	-3	nt	1.6	14	13
O=C(NCc1cccnc1)c1cc(-c2ccc(Cl)cc2)oc1C(F)(F)F	7	-6	8	-2	1.3	1	-1
CCCn1nc(C(=O)NCc2ccccn2)c2ccccc2c1=O	10	nt	nt	2	nt	-14	14
COc1ccccc1-c1ccc([C@@H]2[C@@H](C#N)N(C(=O)C3CC3)[C@@H]2CO)cc1	-1	-5	5	nt	-0.4	-4	1
CC1CCc2c(sc(NC(=O)c3ccccc3C(=O)O)c2C#N)C1 (stereo not given)	nt	-3	-6	nt	-2.0	-9	3
Cc1ccc2c(c1)C(O)(CC(=O)c1ccc(C)s1)C(=O)N2 (stereo not given)	4	nt	nt	nt	nt	7	9

Brought forward from above: 2 compounds, followed by the next part.
SMILES	FN deposit inh	DENV2 CPE	EWS-Fli inh	miR122 inh	CFTR F508del cor	PAX8 reporter	INS-1E GSIS act
CC1CCc2c(sc(NC(=O)c3ccccc3C(=O)O)c2C#N)C1 (stereo not given)	nt	-3	-6	nt	-2.0	-9	3
Cc1ccc2c(c1)C(O)(CC(=O)c1ccc(C)s1)C(=O)N2 (stereo not given)	4	nt	nt	nt	nt	7	9
Cc1cccc(NC(=O)c2ccc(COc3ccccc3[N+](=O)[O-])o2)n1	9	-5	-8	nt	-0.4	10	1
CC1CC(=O)N(CC(=O)Nc2ccc(F)cc2F)c2ccccc2S1(=O)=O (stereo not given)	-14	-3	-6	nt	0.8	-20	14
O=C(c1cccnc1)N1CC(=O)N2[C@H](C1)[C@H](c1ccc(/C=C/c3ccccc3)cc1)[C@@H]2CO	nt	-5	-2	nt	0.9	19	-13
COc1ccc(/C=C/c2c([N+](=O)[O-])c(=O)n(C)c(=O)n2C)cc1O	-6	nt	nt	6	nt	nt	12
O=C1NN=C(c2ccc(Cl)cc2)CC1c1cccc(Br)c1 (stereo not given)	15	7	3	nt	4.9	-11	2
CC(=O)N(C)C[C@H]1Oc2ncc(-c3ccc(F)cc3)cc2C(=O)N([C@H](C)CO)C[C@@H]1C	5	-1	-2	5[16.7 µM]	-1.3	nt	19
COCC(=O)N(C)C[C@H]1Oc2cc(C3=CCCC3)ccc2S(=O)(=O)N([C@@H](C)CO)C[C@@H]1C	nt	3	0	nt	-1.0	-14	8
CC1(C(=O)NS(=O)(=O)c2ccc3c(c2)CCO3)CCN1C(=O)COc1ccc(Cl)cc1 (stereo not given)	10	10	-18	nt	5.3	6	1
Cc1cc2sc3ccccc3c(=O)c2c(C)c1O	-8	2	-23	nt	2.0	-124	7
O=c1[nH]c(CSc2ncnc3sccc23)nc2ccccc12	-3	-8	-53	2	-0.3	-30	17
O=C(c1ccccn1)N1CCCC(N2CCN(Cc3ccc4c(c3)OCO4)CC2)C1 (stereo not given)	13	5	-4	-7	-2.4	nt	7
Cc1ccc(C)c(N2CCN(S(=O)(=O)c3ccc4[nH]c(=O)c(=O)[nH]c4c3)CC2)c1	-2	nt	nt	-5	nt	nt	4
C[C@H](CO)N1C[C@H](C)[C@@H](CN(C)S(=O)(=O)c2ccccc2)Oc2ccc(NC(=O)NC3CCCCC3)cc2C1=O	2&-9	-5&-14	3&11	4[16.7 µM]	-0.6&0.3	11&5	-2
Clc1ccccc1CNc1ncnc2nc[nH]c12	5	1	-5	-1	2.5	7	nt
CO[C@@H]1CN(C)C(=O)c2cc(NS(=O)(=O)c3ccccc3)ccc2OC[C@@H](C)N(C(=O)NC(C)C)C[C@H]1C	0	4	-10	10[16.7 µM]	4.5	-6	5
CN(c1ccc(C(=O)N2CCCCCC2)cc1)S(=O)(=O)c1ccccc1	-1	3	0	14	-0.4	-7	-59
COc1cc(/C=C(/C#N)C(=O)c2c(C)[nH]c3ccccc23)ccc1OCC#N	13	5	10	-3	1.4	17	16
CCNC(=O)C[C@H]1CC[C@H]2[C@@H](COC[C@@H](O)CN2C(=O)C2CCCC2)O1	-6	107*	-5	-3[16.7 µM]	3.3	-15	1
CC(=O)c1cccc(NS(=O)(=O)c2cc3c(cc2C)N(C(C)=O)CCO3)c1	-7	-4	nt	70	-1.0	-8	1
CNC[C@@H]1OCCCC[C@@H](C)Oc2ccc(N(C)C)cc2C(=O)N([C@H](C)CO)C[C@H]1C	nt	1	1	-7[16.7 µM]	-3.0	-13	25
COc1ccc(NC(=O)CN(c2ccc(C)cc2)S(=O)(=O)c2c(C)nn(C)c2C)cc1OC	0	nt	nt	-2	nt	-6	nt
CO[C@@H]1CN(C)C(=O)c2cc(NC(C)=O)ccc2OC[C@@H](C)N(Cc2ccccn2)C[C@H]1C	-5	-7	-9	1[16.7 µM]	-1.3	nt	-5
CCCCNS(=O)(=O)c1ccc(OCC(=O)OC)cc1	0	0	6	nt	0.0	15	-21
COC(=O)Cn1cnc2c(nnn2-c2cccc(OC)c2)c1=O	-6	-5	0	1	2.2	7	-6
C[C@H]1CN([C@@H](C)CO)C(=O)c2cccc(NC(=O)C3CCCCC3)c2O[C@@H]1CN(C)Cc1ccc(C(=O)O)cc1	nt	-4	-9	3[16.7 µM]	-0.8	nt	2
COc1ccc(CCNC(=O)CCS(=O)(=O)c2ccc3c(c2)oc(=O)n3C)cc1OC	12	11	3	-2	0.1	-2	8
O=C(COc1ccccc1)NNC(=O)c1cc2ccccc2oc1=O	0	nt	nt	-4	nt	-17	12
O=C(C[C@H]1CC[C@H](NS(=O)(=O)c2ccccc2)[C@@H](CO)O1)NCc1ccc(Cl)c(Cl)c1	0	?	-3	nt	-0.9	-4	1
CCOC(=O)C1CCN(CCC(=O)Nc2cccc(C)c2)CC1	nt	-2	8	-3	-0.1	19	23
CCN(C(=O)c1cccc(S(=O)(=O)N(C)C)c1)C12CC3CC(CC(C3)C1)C2	-8	-3	27	5	2.0	-7	-15
COc1ccc(C)c2sc(N(CCN(C)C)C(=O)/C=C/c3cccs3)nc12	5	2	nt	-2	2.1	27	9
C[C@H](CO)N1C[C@H](C)[C@@H](CN(C)S(=O)(=O)c2ccc(Cl)cc2)Oc2c(NS(=O)(=O)c3cccs3)cccc2C1=O	nt	1	2	20[16.7 µM]	-4.5	-24	-7
CCOC(=O)c1[nH]c2c(c1-c1ccccc1)C(=O)CC(c1ccc(OC)c(OC)c1)C2 (stereo not given)	-3	8	14	-6	-0.3	22	-10
COc1ccccc1C(=O)NCCC(=O)N(C)CC(=O)Nc1ccc(Cl)cc1	-4	-2	-2	nt	-0.9	6	-6
Cc1c(C(=O)N/N=C/c2c(O)ccc3ccccc23)nnn1-c1nonc1N	1	6	16	-4	14*	33	1
COc1cccc(NC(=O)Nc2ccc3c(c2)OC[C@@H](C)NC[C@H](C)[C@@H](OC)CN(C)C3=O)c1	-1	-2	-1	6[16.7 µM]	2.8	nt	15
CSc1ccc(Cl)c(C(=O)Nc2ccc(OCC(N)=O)cc2)c1	-2	nt	nt	11	nt	nt	18
Cc1noc(C)c1S(=O)(=O)N(C)C[C@H]1OCCCC[C@@H](C)Oc2ccc(NC(=O)NC3CCCCC3)cc2C(=O)N([C@H](C)CO)C[C@@H]1C	nt	6	-7	11[16.7 µM]	-1.1	-19	-11
CCOc1ccc(Oc2c(/C=N/NC(C)=O)c(C)nn2-c2ccccc2)cc1	4	nt	nt	-8	nt	2	35
Cc1ccc(Cl)cc1N1CCN(S(=O)(=O)c2cnc[nH]2)CC1	14	-6	-6	-1	-3.5	-7	nt
